TDP43 rescue – TDP-43 toxicity inhibition in yeast; Potency, µM (doses to about 46.1 µM), inactives show at the highest dose growth rescue (activation), usual class: activators; 1.8% of 410,000 active; TDP-43 expressing yeast growth rescue, BacTiter-Glo, 24 h; also: % of control where 0% means no effect; nearly all actives have a fitted effect of over 50% in size
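Growth rescue of TDP-43-toxic yeast measured as ATP luminescence (BacTiter-Glo). Cells grown to mid-log in raffinose, induced in galactose at OD600=0.02, exposed to compound 24 hr at 30 deg C.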
HT1080-NT tox – kills 2HG-producing HT-1080-NT fibrosarcoma cells; 1.6% of 360,000 active; Potency, µM (series often up to 46.1 µM), without a hit: at the top dose activity, negative = less viability, actives largely listed as cytotoxic; AID 686970; HT-1080-NT fibrosarcoma viability, CellTiter-Glo ATP luminescence, 48 h;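 also: NT is the 2HG producing partner of a matched IDH1 knockdown line; 0% = DMSO-treated cells and -100% = media-only wells without cells; nearly all actives have a fitted effect of over 55% in size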
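Viability by CellTiter-Glo luminescence after 48 h compound exposure at 37C of HT-1080-NT cells (750/well, RPMI, 5% FBS). % activity scaled between DMSO wells and medium-only wells, then curve-fitted and categorized by curve class.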
SW480 rereplic – inducers of DNA re-replication in SW480 colon cancer cells | AID 624297 | SW480 DNA re-replication, Hoechst DNA content imaging, 48 h | Potency, µM (series often up to 46.1 µM), without a hit: top-dose re-replication activation, most hits filed as activators | 1.8% of 340,000 active; also: % of control where 0% means no effect; nearly all actives have a fitted effect of over 55% in size
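Image-based read-out: total Hoechst fluorescence of nuclei (405 nm excitation, 500-530 nm emission), with hits raising the fraction of high-intensity nuclei. SW480 colon cells incubated 48 hr with compounds at 37 C.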
GLP1R inv ag – GLP-1 receptor (human) inverse agonism | HEK293 GLP-1R CRE-luciferase, luminescence, 24 h; GLP-1R form is constitutively active | Potency, µM (series often up to 38.3 µM), inactives show top-dose activity change, negative = inhibition, usual class: inhibitors | 1.6% of 410,000 active | AID 624417; also: % is scaled to controls: 0 for no effect and ±100 for the full control effect; nearly all actives have a fitted effect of over 55% in size
Target sequence (P43220 whole entry, looked up): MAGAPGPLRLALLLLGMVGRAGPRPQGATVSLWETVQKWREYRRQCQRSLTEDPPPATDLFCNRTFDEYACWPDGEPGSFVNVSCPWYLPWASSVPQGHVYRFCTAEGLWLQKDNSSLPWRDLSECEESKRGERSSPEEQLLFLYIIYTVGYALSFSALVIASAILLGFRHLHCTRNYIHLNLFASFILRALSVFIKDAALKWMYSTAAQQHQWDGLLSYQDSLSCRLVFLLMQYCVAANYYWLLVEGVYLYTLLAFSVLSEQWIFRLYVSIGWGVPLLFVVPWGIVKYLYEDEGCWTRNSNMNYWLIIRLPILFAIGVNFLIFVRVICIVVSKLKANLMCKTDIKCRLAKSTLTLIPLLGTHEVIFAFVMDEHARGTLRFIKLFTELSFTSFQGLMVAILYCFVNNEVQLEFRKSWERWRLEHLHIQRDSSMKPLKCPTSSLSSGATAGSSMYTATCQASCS
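GLP-1R inverse agonism mode: basal reporter luminescence in engineered HEK293 cells measured after one day of compound exposure at 37 deg C, with a 12 min room-temperature detection step.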
HT1080 IDH1KD tx – toxicity to HT-1080 IDH1 knockdown cells (counter line) | HT-1080 IDH1 knockdown viability, ATP luminescence, 48 h | AID 686971 | Potency, µM (highest dose often 46.1 µM), inactives show at the top dose activity, negative = toxicity, usual class: cytotoxic | 2% of 360,000 active;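 also: 0% = DMSO wells and -100% = cell-free medium wells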
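Cytotoxicity counter-line: IDH1KD HT-1080, 48 h, CellTiter-Glo. Curves classed by r2, magnitude and activity.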
HEK293 tox – cytotoxicity in counter-screen for GLP-1R inverse agonists; Potency, µM (doses to about 38.3 µM), for inactives: top-dose activity change, negative = inhibition, most hits filed as inhibitors; HEK293 cAMP-luciferase reporter cells, luminescence, 24 h; 0.13% of 410,000 active;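 also: loss of luciferase light is scored as toxicity; % is scaled to controls: 0 for no effect and ±100 for the full control effect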
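MLSMR compounds, 24 hr on cells at 37 deg C/5% CO2; luminescence after luciferase reagent (12 min RT). Inhibition counted as the undesired cytotoxic outcome.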
KB-3-1 cytotox – KB-3-1 parental cell cytotoxicity; KB-3-1 viability, CellTiter-Glo ATP luminescence, 72 h; Potency, µM (doses to about 46.1 µM), for the others: at the highest dose activity change, negative = cytotoxic, actives largely listed as cytotoxic; 1.4% of 400,000 active; also: % is scaled to controls: 0 for no effect and ±100 for the full control effect; nearly all actives have a fitted effect of over 60% in size
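Parental KB-3-1 viability, qHTS format: 72 h compound exposure, 37 °C; CellTiter-Glo; media-only wells and DMSO plates as controls; concentration-effect fits on corrected data.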
KB-V1 cytotox – kills drug-selected multidrug resistant KB-V1 cells. KB-V1 MDR cells viability, CellTiter-Glo, 72 h. Potency, µM (top dose mostly 46.1 µM), without a hit: top-dose activity change, negative = cytotoxicity, hits mostly cytotoxic. 3.4% of 400,000 active. AID 1347076; also: % is scaled to controls: 0 for no effect and ±100 for the full control effect; nearly all actives have a fitted effect of over 60% in size
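KB-V1 MDR subline cells in DMEM (phenol-red free, 10% FBS) exposed to compounds in qHTS concentration series for 72 h at 37 degrees C. Viability read by CellTiter-Glo luminescence; concentration-effect curves fitted after normalization and correction.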
GLP-1R agonist – GLP-1 receptor (human) agonism; AID 624172; HEK293 GLP-1R CRE-luciferase, luminescence, 4-6 h; cells express a hypersensitive GLP-1R form; 0.007% of 380,000 active; P43220; Potency, µM (doses to about 45.6 µM), for inactives: top-dose activation, usual class: activators; also: % of control where 0% means no effect
The depositor's hits bear a star; ? = inconclusive; . = not tested or not shown; & = joins results of further samples; [ ] = dose if it differs, or a comment. Calls follow the shape of the dose curve; as a rule, active = well fitted curve in the direction sought with a large enough effect; inconclusive = small, poorly fitted or top-dose-only effect, or another doubt; inactive = no such curve, though single readings can be large; an effect the other way counts as inactive or inconclusive. Potency is read from the fitted curve at half-maximal effect. The order is random. Share with any hit: about 9.4%.

Values run as follows: TDP43 rescue	HT1080-NT tox	SW480 rereplic	GLP1R inv ag	HT1080 IDH1KD tx	HEK293 tox	KB-3-1 cytotox	KB-V1 cytotox	GLP-1R agonist
> O=C(NCc1ccc(Cl)cc1)C(=O)NCC1OCCN1S(=O)(=O)c1ccc2c(c1)OCCO2 (stereo not drawn)
→ 18%	1%	4%	5%	3%	-25%	2%	8%	1%
> CN(C(=O)c1ccco1)c1nc(CC(=O)Nc2ccccc2)cs1
→ -29%	0%	-4%	-14%	-8%	-2%	-11%	-11%	0%
> COC1OC2COC(c3ccccc3)OC2C(OC(C)=O)C1OC(C)=O (stereo not drawn)
→ 14%	18%	-1%	1%	?	-22%	11%	-10%	0%
> COc1ccc(N2CCN(C(CNC(=O)C(=O)NC3CCCC3)c3ccco3)CC2)cc1 (stereo not drawn)
→ -16%	-2%	-2%	3%	3%	13%	-3%	-10%	-1%
> Cc1nc2sc(C(c3ccccc3)N3CCN(c4ccccc4F)CC3)c(O)n2n1 (stereo not drawn)
→ -12%	3%	-2%	-23%	5%	1%	-10%	-13%	-7%
> Cn1nnnc1SCC(=O)Nc1ccc2c(c1)OCO2
→ -1%	5%	-2%	-2%	3%	-8%	-22%	0%	10%
> Cc1cccc(C(=O)Nc2sc3c(c2C(=O)Nc2ccccc2)CCC3)c1
→ 20%	.	.	2%	.	4%	5%	-5%	.
> CC(C)C(=O)Nc1ccc(-c2nc3ncccc3o2)cc1
→ 28%	10%	2%	?	8%	-16%	4%	13%	-2%
> COc1ccc(CCCc2n[nH]c(=S)n2C)cc1C
→ 27%	-2%	-4%	12%	-7%	-25%	-10%	-4%	17%
> O=C(CSc1nncs1)N1CCN(C(=O)c2ccco2)CC1
→ 10%	4%	-2%	2%	4%	3%	-7%	-13%	0%
> O=C(NCc1ccccc1Cl)[C@H]1CCCN1C(=O)[C@H]1CCCN1
→ -13%	7%	.	29%	10%	5%	?	?	-4%
> C/C(=N\Nc1nc(-c2cc(C)ccc2C)cs1)c1cc2ccccc2oc1=O
→ 2%	9%	.	14%	16%	4%	6%	-7%	-19%
> COc1ccc(CNC(=O)C2CCC(CNc3c(N4CCOCC4)c(=O)c3=O)CC2)cc1 (stereo not drawn)
→ ?	18%&15%	-2%&-18%	2%&-10%	16%&12%	-6%&0%	5%&1%	21%&11%	18%&-3%
> CCN(CC)C(=O)Cn1cc(SCC(=O)Nc2cc(C)on2)c2ccccc21
→ 20%	2%	-5%	2%	4%	-3%	6%	?	9%
> CCOc1ccc(NC(=O)N2CCC(c3nc4ccccc4[nH]3)CC2)cc1
→ -5%	-18%	-7%	7%	-10%	-3%	-1%	?	14%
> CCOc1cc(C(=O)NCCCNC(=O)c2cc(OCC)c(OCC)c(OCC)c2)cc(OCC)c1OCC
→ -1%	6%	-2%	-9%	7%	-5%	-6%	-6%	11%
> Cc1cc2c(=O)n(C)c(SCC(=O)Nc3ccc(F)cc3)nc2s1
→ -10%	20%	-3%	10%	2%	38%[activator]	7%	19%	10%
> COCCCNC(=O)c1[nH]c2ccccc2c1Sc1ccc(C)cc1
→ 23%	.	.	?	.	-1%	-3%	2%	.
> Cc1[nH]c(=O)[nH]c(=O)c1/C=N/NC(=O)[C@H](C)N
→ 19%	1%	-8%	-9%	16%	-7%	8%	-7%	-1%
> Cc1cccc(CCN2C(Nc3ccccc3)=NC[C@@H]2C)c1
→ 13%	-5%	?	-11%	-8%	9%	-2%	2%	-9%
> Cc1ccc(S(=O)(=O)N(CCC(=O)N2CCOCC2)c2ccccc2)cc1
→ 13%	12%	-3%	7%	11%	4%	9%	8%	0%
> Cc1nnc(SCC(=O)NCc2ccco2)n1-c1ccc(F)cc1
→ -4%	21%	-7%	7%	18%	-14%	12%	1%	1%
> O=C1CCc2cc(S(=O)(=O)NC(Cc3ccccc3)C(=O)NC3CCCC3)ccc2N1 (stereo not drawn)
→ 1%	0%	1%	32%[activator]	7%	8%	12%	11%	-9%
> COc1cc(OC)cc(C(=O)NC(C(=O)Nc2ccc3c(c2)OCO3)C(C)C)c1 (stereo not drawn)
→ 1%	-2%	1%	?	-2%	-18%	-4%	0%	12%
> CC1=C(C(=O)OCC2CCCO2)C(c2ccncc2)C2=C(CCCC2=O)N1 (stereo not drawn)
→ 6%	1%	-115%[inhibitor]	18%	5%	25%	-9%	-4%	-7%
> Cc1ccsc1/C=N/N1CCN(c2ccccn2)CC1
→ -1%	6%	-4%	-24%	6%	-10%	8%	-8%	23%
> Cc1ccccc1OCC(O)CN1CCN(c2ccccn2)CC1 (stereo not drawn)
→ 25%	2%	-3%	?	15%	-9%	9%	?	-2%
> O=C(Nc1ccc(Br)cc1Br)C1CC(=O)N(Cc2ccccc2)C1 (stereo not drawn)
→ -11%	1%	-2%	?	-3%	-4%	2%	?	10%
> Cc1cc(C)n(-c2ccc(Cl)c(C(=O)Nc3ccc(-c4nnc5n4CCCCC5)cc3)n2)n1
→ 4%	8%	-4%	9%	8%	-10%	29%	6%	-16%
> CCOC(=O)[C@]12CCC=C1N(Cc1ccco1)C(=O)[C@H](CC(=O)N1CCC(c3ccccc3)CC1)C2
→ 24%	-1%	.	-12%	3%	-4%	-9%	13%	11%

Part of the list above with just HEK293 tox:
smiles | HEK293 tox
COCCCNC(=O)c1[nH]c2ccccc2c1Sc1ccc(C)cc1 | -1%
Cc1[nH]c(=O)[nH]c(=O)c1/C=N/NC(=O)[C@H](C)N | -7%

Molecules from the list above containing two or more sulfur atoms, in the order listed:
Values run as follows: TDP43 rescue	HT1080-NT tox	SW480 rereplic	GLP1R inv ag	HT1080 IDH1KD tx	HEK293 tox	KB-3-1 cytotox	KB-V1 cytotox	GLP-1R agonist
> O=C(CSc1nncs1)N1CCN(C(=O)c2ccco2)CC1
→ 10%	4%	-2%	2%	4%	3%	-7%	-13%	0%
> Cc1cc2c(=O)n(C)c(SCC(=O)Nc3ccc(F)cc3)nc2s1
→ -10%	20%	-3%	10%	2%	38%[activator]	7%	19%	10%

More results:
Values run as follows: TDP43 rescue	HT1080-NT tox	SW480 rereplic	GLP1R inv ag	HT1080 IDH1KD tx	HEK293 tox	KB-3-1 cytotox	KB-V1 cytotox	GLP-1R agonist
> CCN(CC)S(=O)(=O)c1ccc(/C=C/C(=O)Nc2ccc(F)c(F)c2F)cc1
→ -8%	-23%	7%	?	?	-4%[1.53 µM]	4.6µM*	?	-2%
> CCOC(=O)C(=O)Nc1ccc([N+](=O)[O-])cc1OC
→ 1%	6%	-3%	5%	19%	-11%	5%	-2%	-2%
> CCN(C[C@H]1N[C@@](Cc2ccccc2)(C(=O)OC)[C@H]2C(=O)N(C)C(=O)[C@@H]12)S(=O)(=O)c1ccc(-c2ccccc2)cc1
→ 8%	4%	?	11%	0%	-6%	0%	?	5%
> Cc1cccc(CCNc2nc3ccc(C)cc3n3cnnc23)c1
→ 17%	13%	-5%	3%	9%	5%	28%	2%	9%
> CCN(CC(=O)NCc1ccc(F)cc1)C(=O)c1cccc(S(=O)(=O)N(C)c2ccc(OC)cc2)c1
→ 11%	1%	-7%	?	0%	-7%	-11%	-25%	-3%
> CC(=O)Nc1ccc(S(=O)(=O)N2CCC(c3nnc(-c4ccc(C)cc4)o3)CC2)cc1
→ 13%&21%	12%	1%	?	2%	?	-3%&-5%	2%&11%	2%
> CSCc1ccc(C(=O)Nc2ccc(C(N)=O)cc2)cc1
→ 7%	0%	-25%	11%	-19%	8%	0%	0%	-1%
> Cc1ccc(C(=O)NC(=S)NNC(=O)c2ccccc2O)cc1
→ -50%[inhibitor]	?	-2%	-22%	?	11%	-29%	-16%	1%
> Cn1c(SCc2cccc(Cl)c2)nc(C(F)(F)F)cc1=O
→ 14%	-3%	11%	?	?	4%	-29%	?	5%
> COc1ccc(/C=N/NC(N)=S)cc1
→ 15%	?	1%	58%[activator]	22%	-22%	-1%	?	6%
> O=c1ncn(-c2ccc(F)cc2)c2ncccc12
→ 4%	11%	-6%	-3%	11%	-12%	0%	-1%	-12%
> CCC(=O)Nc1ccc(N2CCN(Cc3ccccc3F)CC2)cc1
→ 12%	17%	-2%	0%	13%	-5%	7%	-7%	1%
> CCOC(=O)CCN(C(=O)Nc1ccccc1)C1CCCCC1
→ 0%	-6%	-4%	6%	-3%	-5%	?	0%	-12%
> CC(C)OC(=O)c1ccc(NC(=S)NC(=O)c2cncc(Br)c2)cc1
→ -10%	8%	2%	13%	0%	10%	13%	0%	9%
> COc1cc(C(=O)NNC(=O)c2ccco2)cc(OC)c1OC
→ -21%	0%	-21%	19%	3%	8%	3%	15%	12%
> CCOC(=O)c1ccc[n+](CC(=O)c2ccc(OC)cc2)c1
→ -5%	7%	-51%[inhibitor]	5%	1%	-3%	9%	3%	3%
> COc1ccccc1C1=CC(=O)C[C@H](c2ccc3c(c2)OCO3)C1
→ ?	?	?	?	?	8%	?	0%	-5%
> O=C(COc1ccc(Cl)cc1)OCC(=O)N1CCCc2ccccc21
→ -9%	13%	-1%	1%	10%	-1%	5%	1%	-2%
> Cc1ccc(OCC(O)CNC(=O)c2ccccc2C(=O)O)cc1 (stereo not drawn)
→ 6%	16%	-16%[9.22 µM]	2%	10%	-1%	17%	23%	-7%
> CC(C)Cn1c(SCC(=O)Nc2cc(Cl)c(Cl)cc2Cl)nc(O)cc1=O
→ -6%	1%	-3%	-15%	3%	-2%	-6%	1%	-21%
> CN(C)CCCN(C(=O)CCc1ccccc1)c1nc2ccc(Cl)cc2s1
→ 3%	23µM*	8%	3.5µM*	16µM*	?	?	23µM*	0%
> COc1ccc(CCNC(=O)CN2C(=O)c3cccc4cccc(c34)C2=O)cc1OC
→ 12%	13%	2%	0%	10%	4%	0%	21%	-1%
> O=S(=O)(Cc1ccc(Cl)cc1)N1CCCC1
→ -6%	?	-4%	6%	30%	-27%	2%	-14%	1%
> O=C(O)c1ccccc1C(=O)Nc1ccc(Oc2cccc(C(F)(F)F)c2)nc1
→ -7%[1.82 µM]	0%	-10%	28%	-5%	5%	1%	12%	12%
> CCc1nn2c(=O)c(S(=O)(=O)Nc3ccc(Br)cc3F)c(C)nc2s1
→ 18%	.	.	-4%	.	0%	1%	16%	.

Bioassay records from PubChem BioAssay.
